# Assay outcomes from PubChem BioAssay.
# Insulin prom inh: inhibitors of insulin promoter-driven GFP, primary screen, imaging, TRM-6 cells (human fetal islet line), eGFP reporter, cell count; actives 0.9% (n = 130,000); inhibition, % at 2 µM; reporter expression induced with tamoxifen; AID 1273, 2008;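 active = inhibition above the mean plus 3 SD, with well images judged a real hit on visual review, cut at about 60% in these data, passing the limit was not always enough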
# SDO1 yeast rescue: growth rescue of sdo1-depleted yeast, primary screen, S. cerevisiae, bone marrow failure model | S. cerevisiae sdo1-depleted JHY4D growth rescue, OD600 30 h; hits give high values; pdr5 snq2 efflux-pump mutant strain | z-score at 10 µM | actives 0.21% (n = 140,000);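 active = z-score above 3 at both the 24 hr and the 30 hr optical density reads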;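 also: z-score against mean and SD of all compound wells on the same plate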
# SDO1 yeast rescue Rescue 24 h: also measured in SDO1 yeast rescue; calls as there; z-score; S. cerevisiae sdo1-depleted JHY4D growth rescue, OD600; measured here: growth rescue at 24 h;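 0 is the plate mean of compound wells and units are plate SD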
# The depositor's hits bear a star; · = not tested or not shown.
SMILES	Insulin prom inh	SDO1 yeast rescue	SDO1 yeast rescue Rescue 24 h
CCc1cc(C(=O)NNC(=S)NCc2ccccc2)cs1	-29	-0.02	-0.88
Cc1ccc(NC(=O)NNC(=O)Cn2nc(-c3ccccc3)c(-c3ccccc3)c(C#N)c2=O)cc1	·	-0.33	-0.97
c1ccc(N2CCN(Cc3nnnn3C3CCCCC3)CC2)cc1	·	0.17	0.84
Clc1ccc(-c2cc(C3CCNCC3)[nH]n2)cc1	38	·	·
Cc1ccc(C)c(N2CCN(S(=O)(=O)c3ccc4c(c3)oc(=O)n4C)CC2)c1	·	-0.8	-0.43
Cc1cccc(C(=O)O/N=C(\N)c2cccc([N+](=O)[O-])c2)c1	0	-1.9	-1.6
O=C(CCN1CCCCC1)c1ccccc1	14	-0.97	-1.5
CC1CCCCN1C(=O)Cn1cc(C#N)c2ccccc21 (stereo not given)	-462	0.25	-0.3
COc1ccc(C(=O)Cn2c(=O)c(CCC(=O)O)nn3c4ccccc4nc23)cc1OC	-8	0.77	0.76
CCC(=O)Nc1cccc(NC(=S)NC(=O)c2ccccc2C)c1	-14	·	·
Cc1ccc(C(=O)NNC(=S)Nc2cccc3ccccc23)s1	17	0.77	0.9
Cc1nnc(SCC(=O)Nc2ccc(Br)cn2)[nH]c1=O	-276	0.49	0.31
COc1ccc2c(c1OC)C(=O)OC2CC(=O)c1ccc(N(C)C)cc1 (stereo not given)	15	1.5	1.9
Clc1ccc(-c2nn3c(C4COc5ccccc5O4)nnc3s2)cc1 (stereo not given)	·	-2.1	-1.4
O=C(COC(=O)[C@H](Cc1ccccc1)NS(=O)(=O)c1ccccc1F)NC1CCCCC1	·	0.24	0
COC(=O)C1=C(NC(=O)CCCCl)CCS1	·	0.04	-0.42
CC(NC(=O)C1CC1)C(c1cccs1)N1CCN(c2ccccc2)CC1 (stereo not given)	-20	0.38	0.06
CC1CC(C)CN(CCOc2ccc(Br)cc2)C1 (stereo not given)	-47	0.88	-0.15
Cc1ccc(S(=O)(=O)Nc2ccc(Cl)cc2)cc1NC(=O)c1cc2c(s1)CCCC2	-38	-1.1	-0.63
CCC(=O)Nc1cc(C(=O)OCC(=O)c2ccccc2Cl)ccc1C	·	0.73	1.9
COc1cc(OC)c2nc(C)c3c(c2c1)N(c1ccc(O)cc1)CC3	-50	1.1	0.2
CC(=O)c1ccc(N=Nc2ccc(N(C)C)cc2)cc1	50	·	·
COc1ccc(-c2nnc(SCC(=O)N3CCOCC3)n2C)cc1OC	44	0.36	-1.1
Cn1c(C(=O)N2CCN(c3ncccn3)CC2)cc2c(=O)n(C)c3ccccc3c21	·	0.07	0.14
Cc1cc(/C=N/NC(N)=O)c(C)c(CO)c1	35	0.2	-0.81
Cc1ccc(/C(N)=N/OC(=O)c2ccc(C)cc2Cl)cc1	50	-2.2	-0.82
CCC1CCCCN1CCNC(=O)CCS(=O)(=O)c1ccc(Br)cc1 (stereo not given)	-33	-0.17	-0.56
O=C(N/N=C/c1cccnc1)C(O)c1ccccc1 (stereo not given)	-94	2.8	3.4
Cc1nc(N2CCN(C)CC2)c2c(C)c(C(=O)Nc3ccc(F)cc3)sc2n1	0	-0.29	-0.83
CCCCC(=Nc1ccccc1OC)C1=C(O)CC(c2ccccc2)CC1=O (stereo not given)	-9	-1.5	-2
O=C(c1ccc2nc(N3CCOCC3)sc2c1)N1CCC(Cc2ccccc2)CC1	·	-1.6	-1.4
c1ccc(CSc2nnc(-c3ccco3)n2Cc2ccccc2)cc1	18	-0.53	-0.07
CN(C)/C=C/C(=O)c1cccc(Cl)c1	13	0.08	-0.23
CCn1c(=O)c(=O)[nH]c2cc(C(=O)N3CCN(c4ccccc4F)CC3)ccc21	-49	0.63	-0.24
O=C1OC(c2ccc(Br)cc2)=N/C1=C\c1ccco1	42	·	·
CCc1ccc2c(c1)c1nc(C)sc1n2CC	·	-0.61	-0.38
CCOC(=O)N/N=C/c1c(C)nn(-c2cccc(C(F)(F)F)c2)c1Cl	10	-0.72	-0.35
Cc1cc(C)n(Cc2ccc(Cl)c(Cl)c2)c(=O)c1S(=O)(=O)c1ccccc1	4	-0.57	-0.32
Cc1cc(=O)[nH]c(SCC(=O)N2CCC(C(N)=O)CC2)n1	-31	-0.16	0.16
O=C(CSc1nnc(CNC(=O)c2ccccc2F)o1)NCC1CCCO1 (stereo not given)	-29	0.07	-1.2
CCC(C)(C(=O)Nc1ccccc1C)N(C(=O)CNC(C)=O)c1ccccc1C (stereo not given)	-36	0.45	0.41
CC(C)CNC(=S)NNC(=O)c1csc2ccccc12	-21	0.16	-1
CCOC(=O)c1sc(=S)n(-c2ccc(C)cc2)c1N	-17	·	·
O=C(CCCCl)NC(=S)Nc1cc(C(F)(F)F)ccc1N1CCOCC1	2	-1.9	-1.2
CCc1nc2c(c(SC)nn2-c2ccccc2)c(N)c1C(=O)OC	·	0.48	2.7
CN(C)c1ccc(/C=N/NC(=O)C(O)(c2ccccc2)c2ccccc2)o1	-22	0.28	-0.22
COc1cc2c(cc1OC)C(=S)NC1(CCCC1)C2	54	·	·
Cc1cccc(Nc2nnc(SCC(=O)Nc3cccc(S(=O)(=O)N4CCCCC4)c3)s2)c1	0	0.8	1.5
O=C(c1cccc(C(F)(F)F)c1)C1CCCN(Cc2cccn2-c2ccccn2)C1 (stereo not given)	-9	·	·
CCCCNS(=O)(=O)c1ccc(OC)c(C)c1	46	0.67	0.99
Cc1cccc(C)c1NC(=O)C1C2C=CC(C2)C1C(=O)NCc1ccccn1 (stereo not given)	-86	1.1	1.5
COc1ccc(Nc2nc(C)c(-c3ccccc3)s2)cc1	·	-1.6	-1.5
O=C(c1cccn(Cc2cccc(Cl)c2)c1=O)N1CCOCC1	36	-0.13	-1.1
O=[N+]([O-])c1ccccc1Oc1ccc(Cl)c2cccnc12	-13	·	·
O=S(=O)(Nc1ncccn1)c1ccc(NC(=S)NCc2ccco2)cc1	19	·	·
COc1ccc(-c2cc(C(=O)O)[nH]n2)cc1OC	39	0.1	-0.56
Cn1nc(-c2ccccc2F)c2cc(C(=O)Nc3ccc4c(c3)OCCO4)sc21	69	-0.81	-0.11
COc1ccc(C(=O)C2CCCN(C(=O)C3=CCCC3)C2)cc1OC (stereo not given)	-31	·	·
CCc1oc2ccccc2c1C(=O)c1cc(Br)c(O)c(Br)c1	-68	-1.7	0.04
CCOc1c(O)ccc(C2NC(=O)NC(C)=C2C(=O)OC)c1[N+](=O)[O-] (stereo not given)	20	·	·

# Overlap with the part before: 5 entries; new compounds follow.
SMILES	Insulin prom inh	SDO1 yeast rescue	SDO1 yeast rescue Rescue 24 h
COc1ccc(-c2cc(C(=O)O)[nH]n2)cc1OC	39	0.1	-0.56
Cn1nc(-c2ccccc2F)c2cc(C(=O)Nc3ccc4c(c3)OCCO4)sc21	69	-0.81	-0.11
COc1ccc(C(=O)C2CCCN(C(=O)C3=CCCC3)C2)cc1OC (stereo not given)	-31	·	·
CCc1oc2ccccc2c1C(=O)c1cc(Br)c(O)c(Br)c1	-68	-1.7	0.04
CCOc1c(O)ccc(C2NC(=O)NC(C)=C2C(=O)OC)c1[N+](=O)[O-] (stereo not given)	20	·	·
COc1ccc(Cl)cc1NC(=O)CN(C)C(C)C(=O)NCC1CCCCC1 (stereo not given)	-57	0.19	0.34
COc1ccccc1CNC(=O)C(=O)NCC1OCCN1C(=O)c1cccs1 (stereo not given)	·	-0.22	-1.5
COc1cc(C)ccc1OCCOc1c(C)cccc1Cl	·	-0.75	-1.1
Cc1ccc(-c2nnc(N)s2)cc1	7	0.95	1.3
O=C(Nc1ccc(F)cc1)c1ccccc1	17	0.29	-0.05
O=C(NC1CCCC1)c1nc2c(nnn2Cc2cccc(Cl)c2)c(=O)[nH]1	-3	0.09	0.53
COc1ccc(-c2cc(-c3ccc(OC)cc3)[nH]n2)cc1	·	-1.7	-0.12
O=C(CCC1CCCCC1)Nc1ccccc1O	-12	-1.8	-0.52
O=C(NCCCN1CCCCCC1)C1CC(=O)N(CCc2ccccc2)C1 (stereo not given)	40	0.62	0.77
COc1ccc(C(=O)Nc2ccc(S(=O)(=O)Nc3onc(C)c3C)cc2)cc1OC	6	1.6	1.4
COc1ccc(CCNC(=O)C(C)c2ccc([N+](=O)[O-])cc2)cc1 (stereo not given)	29	·	·
O=c1cc(C(Cl)(Cl)Cl)oc2c1ccc1ccccc12	58	-1.8	-0.27
O=C(Nc1ccc(F)cc1)Nc1nnc(COc2ccccc2F)s1	24	·	·
COc1ccc(C(O)c2nc3ccccc3s2)cc1 (stereo not given)	-61	10*	6.8*
Cc1nn(C)c2ncc(C(=O)c3cc(F)ccc3O)cc12	40	0.23	-0.07
Clc1ccc(CNC2CCCC2)c(Cl)c1	-20	0.95	0.68
Cc1ccccc1CNC(=O)c1ccc(Cl)c([N+](=O)[O-])c1	-100	-2.1	-1.8
O=C(NCc1ccc2c(c1)OCO2)c1cc2ccccc2oc1=O	58	0.76	1
Cc1ccccc1OCC(=O)N/N=C/c1cccn1C	16	0.04	0.08
O=C1CN(C(=O)COC(=O)c2ccc(N3CCCCCC3)c([N+](=O)[O-])c2)c2ccccc2N1	·	0.35	-0.04
O=C(Nc1cccc(Cl)c1)OCc1cn(-c2ccc(Cl)cc2)nn1	-67	1	2.5
CC(C)[C@H](NC(=O)c1ccc(F)cc1)C(=O)OCC(=O)NC(=O)c1cccn1C	·	0.95	1
CCOC(=O)c1cnc2ccc(OC)cc2c1NCc1ccccc1	-14	-2.1	-2
Cc1cc(C(=O)CN2C(=O)NC3(CCCc4sccc43)C2=O)c(C)n1-c1ccc(Cl)cc1 (stereo not given)	-4	0.02	-0.07
COC(=O)/C=C1\SC(=Nc2ccccc2)NC1=O	-24	-0.66	-0.92
C=CCSc1nc2sc(C)c(C)c2c(=O)[nH]1	-143	-1.6	-1.5
Cc1ccc(/C=N\NC(=O)C2CN(S(=O)(=O)c3ccccc3)CCN2S(=O)(=O)c2ccccc2)cc1 (stereo not given)	·	0.95	-0.38
O=C(Cc1cccs1)Nc1ccc(Cl)cc1	39	1.1	1
O=C(O)CN=C1NC2(CCCC2)Cc2ccccc21	10	0.28	-0.51
O=C(CNC(=O)c1cccc(F)c1)N/N=C/c1cc(Br)ccc1OCc1ccccc1	26	-0.52	0.16

# Five compounds picked at random from those above:
SMILES	Insulin prom inh	SDO1 yeast rescue	SDO1 yeast rescue Rescue 24 h
COc1ccccc1CNC(=O)C(=O)NCC1OCCN1C(=O)c1cccs1 (stereo not given)	·	-0.22	-1.5
COc1ccc(C(=O)Nc2ccc(S(=O)(=O)Nc3onc(C)c3C)cc2)cc1OC	6	1.6	1.4
O=C(NCc1ccc2c(c1)OCO2)c1cc2ccccc2oc1=O	58	0.76	1
O=C(O)CN=C1NC2(CCCC2)Cc2ccccc21	10	0.28	-0.51
COc1ccc(C(O)c2nc3ccccc3s2)cc1 (stereo not given)	-61	10*	6.8*

# Later entries.
molecule	Insulin prom inh	SDO1 yeast rescue	SDO1 yeast rescue Rescue 24 h
Cc1cc(C(=O)Nc2ccccc2C(=O)N2CCCCC2)ccc1[N+](=O)[O-]	-64	·	·
COc1ccc(-c2oc3ncnc(NCCCN4CCOCC4)c3c2-c2ccc(OC)cc2)cc1	·	-1.8	-1.1
Nc1ccc(N2CCOCC2)c2nonc12	18	·	·
CN(C)CCCNCCCNC(=O)/C=N/O	10	0.94	0.81
CN(C)C(CNc1ncnc2sccc12)c1ccccc1 (stereo not given)	-25	·	·
O=CN1CCN(C(=O)COc2ccc(Cl)cc2Br)CC1	-61	1.4	1.5
ClCCN1C2=NCCCN2c2ccccc21	-53	·	·
CC1COc2ccccc2N1C(=O)c1cccnc1Cl (stereo not given)	-12	·	·
CC1=CC(C)(C)Nc2ccc(OC(=O)CN3C(=O)c4ccccc4C3=O)cc21	·	-0.14	-0.31
Cc1ccccc1-c1nc(CN2CCC(C(=O)N3CCC(C(N)=O)CC3)CC2)c(C)o1	·	-1.4	-1.2
CCOC(=O)CSc1nnc2c(n1)C1(C)CCC2C1(C)C (stereo not given)	·	0.16	-0.41
CCN(CC)c1ccc(/C=N/NC(=S)NCc2ccccc2)c(O)c1	44	-0.92	-0.58
CCOC(=O)C1CCCN(C(=S)Nc2ccc(C)cc2C)C1 (stereo not given)	-41	0.71	0.37
O=C(CSc1nnc(-c2ccncc2)n1C1CCCCC1)Nc1cccc(O)c1	7	0.98	1.9
C[N+]1(C2CCC3CCCC2C3O)CCCC1 (stereo not given)	1	0.65	-0.16
CC(=O)Oc1ccc(-c2cccc(C(=O)O)c2)cc1	37	1.1	1.2
Cc1cc2ncn(/N=C/c3ccc4c(c3)OCO4)c2cc1C	13	·	·
CCCCC(=O)Nc1cccc(-c2nnc(-c3ccccc3)o2)c1	-6	-1.1	0.02
CCC(Sc1ccc2nnc(-c3cccnc3)n2n1)C(=O)O (stereo not given)	50	0.2	-0.83
CCc1cccc(C)c1NC(=O)COC(=O)Cc1ccsc1	47	1.1	0.37
COc1c(O)ccc2cnn(-c3ccccc3C)c(=O)c12	·	0.18	0.71
N#Cc1sc2nc(C3CC3)cc(-c3ccccc3)c2c1N	·	-0.59	-0.08
